NPSR antagonist: neuropeptide S receptor (human) antagonism, cAMP | hit rate 1% among 220,000 | Q6W5P4 | Potency, µM (series often up to 38.3 µM), for inactives: at the top dose activity change, negative = inhibition, usual class: inhibitors | CHO-NPSR cells, cAMP TR-FRET, antagonist mode; also: potency is read from the fitted curve at half-maximal effect; % is scaled to controls: 0 for no effect and ±100 for the full control effect; nearly all actives have a fitted effect of over 50% in size; many of its hits are not listed in these tables
Target sequence (Q6W5P4 whole entry, looked up): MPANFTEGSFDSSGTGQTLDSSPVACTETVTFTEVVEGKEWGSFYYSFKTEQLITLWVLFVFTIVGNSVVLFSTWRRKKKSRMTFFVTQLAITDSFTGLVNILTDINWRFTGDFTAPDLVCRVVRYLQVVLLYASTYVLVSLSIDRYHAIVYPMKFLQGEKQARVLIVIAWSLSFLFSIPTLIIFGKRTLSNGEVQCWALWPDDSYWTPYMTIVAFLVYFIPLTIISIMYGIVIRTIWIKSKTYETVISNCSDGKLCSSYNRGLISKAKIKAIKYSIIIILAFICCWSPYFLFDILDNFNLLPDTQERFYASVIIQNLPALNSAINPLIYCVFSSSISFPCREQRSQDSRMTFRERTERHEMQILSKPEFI
LMNA splice mod: modulators of lamin A splicing; AID 1487; Potency, µM (top dose mostly 46.1 µM), inactives show at the top dose ratio change, negative = inhibition, actives largely listed as inhibitors; hit rate 0.01% among 200,000; HeLa LMNA splicing GFP/RFP minigene ratio, 48 h; active = well fitted inhibition curve with a large enough effect in the signal ratio, with a control signal flat, not every such curve was filed as active; inconclusive = small, poorly fitted or top-dose-only effect, or effect the other way, or a change in a side signal; the % refers to the signal ratio; also: potency is read from the fitted curve at half-maximal effect; % is scaled to controls: 0 for no effect and ±100 for the full control effect
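S3 HeLa stable clones carrying a lamin A-EGFP splicing minigene plus DsRed2 were seeded at 600 cells/well in Opti-MEM with 2% FBS, pin-dosed and incubated 48 h at 37°C. Acumen cytometry (488 nm) gave the GFP/RFP total-intensity ratio.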
HttQ103 aggreg: inhibitors of mutant huntingtin aggregate formation in PC12 cells; PC12 HttQ103-GFP aggregates, Acumen cytometry, 40 h; hit rate 1.1% among 220,000; Potency, µM (top dose mostly 46.1 µM), inactives show at the top dose activity change, negative = inhibition, most hits filed as inhibitors; AID 1688; also: potency is read from the fitted curve at half-maximal effect; % is scaled to controls: 0 for no effect and ±100 for the full control effect; nearly all actives have a fitted effect of over 60% in size
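Quantitative HTS on tebufenozide-induced (100 nM) PC12 cells stably expressing polyQ103 Huntingtin exon 1–GFP. Reduction of bright GFP aggregates, detected by laser scanning cytometry after lysis, identified actives across the titration.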
CBFb-RUNX1 inh: inhibitors of human CBF-beta and RUNX1 interaction; AID 1477; 230,000 tested, under 10 active; AlphaScreen CBFb-His/RUNX1-biotin binding, biochemical; Potency, µM (top dose mostly 59.8 µM), inactives show at the highest dose activity, negative = inhibition, usual class: inhibitors; Q01196+Q13951; also: % of control where 0% means no effect
Target sequence (Q01196 whole entry, looked up): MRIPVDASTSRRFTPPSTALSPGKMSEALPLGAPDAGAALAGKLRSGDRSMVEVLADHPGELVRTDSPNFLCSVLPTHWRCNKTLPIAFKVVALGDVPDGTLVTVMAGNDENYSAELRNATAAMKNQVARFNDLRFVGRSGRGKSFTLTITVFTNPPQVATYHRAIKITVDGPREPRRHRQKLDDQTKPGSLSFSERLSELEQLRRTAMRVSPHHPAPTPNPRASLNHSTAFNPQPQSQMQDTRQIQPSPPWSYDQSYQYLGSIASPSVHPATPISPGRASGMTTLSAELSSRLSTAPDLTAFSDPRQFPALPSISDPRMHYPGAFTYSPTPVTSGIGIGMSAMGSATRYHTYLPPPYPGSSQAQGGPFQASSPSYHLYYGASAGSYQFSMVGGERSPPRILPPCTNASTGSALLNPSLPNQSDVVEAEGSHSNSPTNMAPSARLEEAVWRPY
Target sequence (Q13951 whole entry, looked up): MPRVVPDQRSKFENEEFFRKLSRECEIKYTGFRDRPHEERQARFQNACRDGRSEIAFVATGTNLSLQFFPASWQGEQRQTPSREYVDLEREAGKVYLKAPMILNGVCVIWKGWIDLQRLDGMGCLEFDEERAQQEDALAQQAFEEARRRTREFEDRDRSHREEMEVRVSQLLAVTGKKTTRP
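Bead-based AlphaScreen assay; binding partners His-tagged CBF-beta and biotinylated RUNX1 at 30 nM each. Compound exposure 15 min after a 20-min protein preincubation; bead step 90 min; all steps at room temperature.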
Epigenetic reg: derepresses silenced GFP reporter in murine cells; Potency, µM (titrated, usually from 53.9 µM), inactives show at the highest dose GFP activation, actives largely listed as activators; murine LDR cells, GFP reporter derepression, 30 h; hit rate 0.2% among 280,000; also: potency is read from the fitted curve at half-maximal effect; % of control where 0% means no effect; nearly all actives have a fitted effect of over 60% in size
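Murine LDR cells bearing a silenced CMV-driven GFP reporter were exposed to compound for 30 h at 37 C. After PBS washes, GFP-positive cells (20-120 um objects) counted by laser-scanning microplate cytometry.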
Luc counter: blocks Kinase-Glo luciferase, a counter-screen artifact; Q27757; Kinase-Glo luciferase, ATP luminescence, 8 min; Potency, µM (highest dose often 38.3 µM), for inactives: top-dose activity change, negative = inhibition, usual class: inhibitors; hit rate 0.28% among 200,000; also: potency is read from the fitted curve at half-maximal effect; % is scaled to controls: 0 for no effect and ±100 for the full control effect; nearly all actives have a fitted effect of over 60% in size
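Recombinant Kinase-Glo luciferase, 10 uM ATP (linear range), luciferin; imidazole pH 7.2 / KCl / MgCl2 / Tween / BSA buffer; 8 min RT; luminescence.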
IMPase Li inh: cell-permeable IMPase inhibitors with lithium potentiation | hit rate 0.35% among 210,000 | AID 1457 | CHO-M1 cells, IP1 TR-FRET (IP-One), carbachol + lithium | Potency, µM (series often up to 59.4 µM), for inactives: top-dose activity, negative = IMPase inhibition, usual class: inhibitors;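 also: IP1 builds up when IMPase is blocked and the TR-FRET signal falls; potency is read from the fitted curve at half-maximal effect; plate controls were basal vehicle for no effect and high inhibitor control for full effect; nearly all actives have a fitted effect of over 50% in size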
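CHO-M1, 2000 cells/well, 16–30 h culture; cpd + low Li+, 30 min 37C; lysis with d2-IP1/Eu-anti-IP1 Ab, 10 min RT; TR-FRET 665/620 ratio and 620 channel; AC50 via Hill.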
* marks the source's active call; other numbers are inactive results; u = inconclusive; x = not tested or not shown; [ ] = remark or other dose. Unless noted, calls follow the shape of the dose curve; as a rule, active = well fitted curve in the direction sought with a large enough effect; inconclusive = small, poorly fitted or top-dose-only effect, or another doubt; inactive = no such curve, though single readings can be large; an effect the other way counts as inactive or inconclusive.

No.	SMILES	NPSR antagonist	LMNA splice mod	HttQ103 aggreg	CBFb-RUNX1 inh
1	O=C(c1cccc2c1-c1ccccc1/C2=N/O)N1CCCCC1	-11%[46.1 µM]	u	11µM*	0%
2	c1ccc(COc2cccc(CNCc3cccs3)c2)cc1	1%	-5%	15%	3%
3	CCOC(=O)C1=C(C)Nc2ncnn2C1c1cccnc1 (configuration not stated)	0%[46.1 µM]	-1%	0%	1%
4	COc1ccc(Nc2nc3nonc3nc2N2CCCCC2)cc1	2%	x	4%[9.22 µM]	-4%
5	CCCOC(=O)Nc1sc2c(c1C(N)=O)CCCC2	12%	u	-4%[9.22 µM]	6%
6	CC(C)OCCCNC(=O)CNC(=O)c1ccc(Cl)c(Cl)c1	5%	-6%[46 µM]	-16%	2%
7	CC1(C)COCN1C(=O)c1ccc(Cl)c(Cl)c1	21%	x	5%	3%
8	COc1ccc(CCNC(=O)Cn2cccc2C(=O)c2ccccc2)cc1OC	0%	-12%	10%	5%
9	Cc1ccccc1N1C(N)=NC(N)=NC1(C)C	-9%[46.1 µM]	u	-4%	8%
10	CC(C(=O)Nc1ccccc1-c1ccccc1)N(C)Cc1nc2ccccc2c(=O)[nH]1 (configuration not stated)	-19%	-26%[46 µM]	11%	10%

No.	Epigenetic reg	Luc counter	IMPase Li inh
1	-5.4%	3%	4%[38.3 µM]
2	2.2%	-1%	2%
3	0.0%	0%	-7%[38.3 µM]
4	-1.0%	x	x
5	1.7%	-1%	7%
6	3.3%	2%	-2%
7	1.1%	8%	-7%
8	-1.1%	1%	5%
9	0.2%	-2%	14%[38.3 µM]
10	-0.9%	1%	3%

Part of the list above, limited to NPSR antagonist, IMPase Li inh and Luc counter.
No. | structure | NPSR antagonist | IMPase Li inh | Luc counter
9 | Cc1ccccc1N1C(N)=NC(N)=NC1(C)C | -9%[46.1 µM] | 14%[38.3 µM] | -2%
1 | O=C(c1cccc2c1-c1ccccc1/C2=N/O)N1CCCCC1 | -11%[46.1 µM] | 4%[38.3 µM] | 3%
2 | c1ccc(COc2cccc(CNCc3cccs3)c2)cc1 | 1% | 2% | -1%

Further records:
No.	SMILES	NPSR antagonist	LMNA splice mod	HttQ103 aggreg	CBFb-RUNX1 inh
11	CNC(=O)c1nn(-c2ccccc2)ccc1=O	-7%[46.1 µM]	-5%	-18%	11%
12	CCOC(=O)Cc1csc(NC(=O)c2sc3nc4ccc(CC)cc4cc3c2N)n1	-15%[46.1 µM]	2%	3%	4%
13	CC(=O)NS(=O)(=O)c1cccnc1Nc1ccc(Cl)c(Cl)c1	8%[46.1 µM]	-5%	-3%	-7%
14	CC(=O)Nc1cccc(N(C)C)c1	-3%[7.67 µM]	3%	-6%	0%
15	CCOC(=O)C1=C(O)/C(=C/c2ccc(OCC(=O)O)c(OCC)c2)SC1=Nc1ccccc1	21%	x	2%[9.22 µM]	-3%
16	CCN1CCc2c(OCC(=O)N3CCCc4ccccc43)cccc2C1=O	1%	x	-16%	2%
17	CC(=O)c1c(C)[nH]c(C(=O)OCC(=O)Nc2cc(Cl)ccc2[N+](=O)[O-])c1C	u	u	u	-4%
18	Cc1ccccc1COc1ccc(/C=C(\C#N)C(N)=O)cc1	-15%	x	24%	5%
19	CCc1cc(=O)oc2cc(C)cc(O)c12	11%[46.1 µM]	-5%	u	4%
20	CC(=O)Nc1c(C)nn(C(C)=O)c1C	-1%	-7%	-3%	15%

No.	Epigenetic reg	Luc counter	IMPase Li inh
11	0.0%	0%	-4%
12	u	-5%	u
13	0.7%	1%	10%[38.3 µM]
14	3.4%	-2%	5%[38.3 µM]
15	3.8%	-3%	12%
16	-1.1%	0%	9%
17	1.6%	x	x
18	0.0%	0%	5%
19	-1.0%	1%	3.2µM*
20	-6.9%	2%	2%

Additional records:
No.	SMILES	NPSR antagonist	LMNA splice mod	HttQ103 aggreg	CBFb-RUNX1 inh
21	O=C(NCC1CCCO1)C1CC1(c1ccccc1)c1ccccc1 (configuration not stated)	5%	-3%	-10%	7%
22	Cc1c(Cl)c([N+](=O)[O-])nn1CC(=O)N1CCCc2ccccc21	6%	1%	14%	-10%
23	CCOc1nc(SCCOc2ccccc2)nc(N(C)C)n1	-18%[46.1 µM]	-25%	0.45µM*	u
24	CCCCCCOc1ccc(N2C(=O)CC(N3CCN(CCN=CC4C(=O)CC(C)(C)CC4=O)CC3)C2=O)cc1 (configuration not stated)	13%	x	-25%	11%
25	COc1ccccc1N(CC(O)Cn1c2ccccc2c2ccccc21)S(=O)(=O)c1ccccc1 (configuration not stated)	-37%	u	-12%	-4%
26	COc1ccc(C(F)(F)F)cc1N/C=C/c1nnnn1-c1ccc2ccccc2c1	-2%	x	16%[9.22 µM]	11%
27	O=C(Nc1cccc(Cl)c1)N1CCCC1	u	3%	-22%	4%
28	O=c1oc2ccccc2c(N2CCCC2)c1CN1CCCC1	-11%[46.1 µM]	u	-1%	0%
29	CCCN(CCC)c1nc2ccccc2n2c(C)nnc12	6%[46.1 µM]	5%	-29%	9%
30	COc1ccc(NC(=O)CSc2nc3ccccc3c(=O)n2CCCN2CCC(C)CC2)c(OC)c1	-53%	x	15%	0%

No.	Epigenetic reg	Luc counter	IMPase Li inh
21	-1.0%	1%	2%
22	-3.0%	-2%	-7%
23	-2.1%	1%	13%[38.3 µM]
24	-0.3%	0%	5%
25	1.1%	-2%	10%
26	-1.1%	x	x
27	2.0%	2%	17%[38.3 µM]
28	0.7%	2%	14%[38.3 µM]
29	0.0%	1%	24%[38.3 µM]
30	1.1%	-3%	2%

Next records:
No.	SMILES	NPSR antagonist	LMNA splice mod	HttQ103 aggreg	CBFb-RUNX1 inh
31	O=C(O)C1C(C(=O)Nc2ccc(Cl)cc2)C2C=CC1C21CC1 (configuration not stated)	16%[46.1 µM]	4%	-11%	-1%
32	Cc1cc(Oc2ccccc2)nc(N)n1	4%[46.1 µM]	5%	26%	-1%
33	COCCCn1c(SCc2nnc(-c3ccccc3)o2)nc2sc3c(c2c1=O)CCC3	u	8%	9%	-4%
34	CCOC(=O)c1[nH]c(C)c(C(=O)OC)c1C	31%	x	9%[9.22 µM]	1%
35	Cc1cc(NC(=O)CSc2ncnc3sc4c(c23)CCC(C)C4)no1 (configuration not stated)	-12%[46.1 µM]	-7%	-32%	2%
36	COc1cccc(NC(=O)N2CCC(C(=O)Nc3ccc(C)cc3C)CC2)c1	4%[7.67 µM]	-4%	-7%	2%
37	C/C(=N\Nc1nc(N2CCCCCC2)nc(N2CCCCCC2)n1)c1ccccc1	u	x	-14%	3%
38	COCCOC(=O)C1=C(C)NC(=O)NC1c1ccc(-c2ccc(F)cc2)o1 (configuration not stated)	-9%	u	-14%	0%
39	CCC(CC)C1C(C#N)=C(N)SC(N)=C1C#N	13%	4%	13%	2%
40	Cc1c(CCC(=O)O)c(=O)oc2cc3occ(-c4ccccc4)c3cc12	32%	x	-3%[9.22 µM]	-5%

No.	Epigenetic reg	Luc counter	IMPase Li inh
31	-0.7%	4%	17%[38.3 µM]
32	-0.8%	-2%	-12%[38.3 µM]
33	-0.9%	-3%	9%[38.3 µM]
34	5.7%	x	x
35	0.0%	23%	20%[38.3 µM]
36	0.0%	1%	5%[38.3 µM]
37	4.5%	0%	3%
38	-1.4%	2%	-1%
39	-0.1%	0%	2%
40	-0.3%	x	x

Other results:
No.	SMILES	NPSR antagonist	LMNA splice mod	HttQ103 aggreg	CBFb-RUNX1 inh
41	CC(=O)OC1CC[C@]2(C)C(=CCC3C4CCC(C(C)CCCC(C)C)[C@]4(C)CCC32)C1 (some centres not stated)	x	6%	x	x
42	CC1=C(C#N)S(=O)(=O)C(C#N)C(c2ccccc2)C1 (configuration not stated)	3%	x	-9%[9.22 µM]	-7%
43	CSc1nnc(-c2ccco2)c(-c2ccco2)n1	u	-5%	u	u
44	COc1ccc(NC(=O)CCN2CCN(S(=O)(=O)c3ccc(Cl)cc3)CC2)cc1	-10%[46.1 µM]	-10%	19%	-2%
45	Cc1ccc2oc(Nc3nc(C)cc(C)n3)nc2c1	-16%[46.1 µM]	1%	2%[9.22 µM]	13%
46	CCOc1ccc(N=Cc2c(O)n(-c3cccc(C)n3)c(=O)c3ccccc23)cc1	-28%[46.1 µM]	-8%	18%	-9%
47	Cc1cccc(/C(N)=N/OC(=O)CCc2ccccc2)c1	-21%[46.1 µM]	1%	-22%	27%
48	Cc1ccc(OCCNc2cc(N3CCN(CCO)CC3)ccc2[N+](=O)[O-])cc1C	1%	-10%	-9%	-5%
49	CCCNC(=S)N1CCN(c2nc(C)nc3sc4c(c23)CCCC4)CC1	u	-1%[46 µM]	2%[9.22 µM]	0%
50	Cc1ccc(S(=O)(=O)N2CCOCC2)cc1C(=O)OCC(=O)N1c2ccccc2NC(=O)C1(C)C	-18%[46.1 µM]	1%	u	3%

No.	Epigenetic reg	Luc counter	IMPase Li inh
41	-0.8%	-5%	8%
42	0.1%	x	x
43	u	-2%	18%[38.3 µM]
44	0.0%	-2%	21%[38.3 µM]
45	0.0%	5%	-1%[38.3 µM]
46	-0.9%	1%	0%[38.3 µM]
47	-1.0%	x	x
48	-3.0%	-1%	17%
49	-0.4%	3%	13%
50	1.9%	-3%	12%[38.3 µM]

Going on with the list:
No.	SMILES	NPSR antagonist	LMNA splice mod	HttQ103 aggreg	CBFb-RUNX1 inh
51	CCn1c(=O)c(C(=O)NNS(=O)(=O)c2ccc(C)cc2)c(O)c2ccccc21	-16%[46.1 µM]	u	u	-5%
52	CC(=O)Nc1cc2c(nc1C)nc(C)n2Cc1ccc(Br)cc1	-16%[46.1 µM]	12%	18%	-4%
53	CC(C)[C@H](NC(=O)C1CCCC1)c1nc2ccccc2[nH]1	3%	x	1%	-2%
54	CC(=O)C1C(=O)c2c(cccc2[N+](=O)[O-])C1=Nc1ccc(S(N)(=O)=O)cc1 (configuration not stated)	28%	u	-6%[9.22 µM]	-26%

No.	Epigenetic reg	Luc counter	IMPase Li inh
51	0.0%	1%	3%
52	0.0%	-2%	9%[38.3 µM]
53	-4.7%	1%	-2%
54	0.0%	-8%	3%

Compound activity deposited in PubChem by National Center for Advancing Translational Sciences (NCATS).

Only part of the results is shown (hit frequency here may not be typical).
